High-throughput results deposited in PubChem BioAssay by several laboratories.
GDH-TPI counter – GDH-TPI coupled enzyme inhibition counter-screen. GDH-TPI coupled enzyme counterscreen, NADH absorbance. inhibition, % at 4.8 µM. actives 1.2% (n = 360,000);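 further: 0% = DMSO wells and 100% = wells lacking the enzyme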
BioA inh – inhibitors of Mycobacterium tuberculosis BioA enzyme. purified M. tuberculosis BioA enzyme, plate reader. inhibition, % at 9.99 µM. actives 0.096% (n = 360,000). AID 602481; in the data active means inhibition above about 40%; inconclusive means no clear call, values can overlap the other calls
CCHF vOTU inh – CCHFV vOTU protease inhibition. actives 0.55% (n = 370,000). AID 651958. inhibition, % at 11.5 µM. Pep-AMC fluorescence; further: 0% = vehicle wells with enzyme and 100% = no enzyme wells
PrPC TRFRET – inhibitors of human cell surface prion protein PrPC; TR-FRET read-out; inhibition, % at 13.8 µM; actives 0.43% (n = 370,000); in the data active means inhibition above about 24%; further: 0% = median of the test wells and 100% = reference compound wells
UGM FP inh – blocks M. tuberculosis UGM enzyme; P9WIQ1; purified UGM, fluorescence polarization probe displacement; inhibition, % at 10 µM; actives 0.06% (n = 320,000); AID 504406; in the data active means inhibition above about 10%, passing the limit was not always enough; inconclusive means no clear call, values can overlap the other calls
Target sequence (P9WIQ1 whole entry, looked up): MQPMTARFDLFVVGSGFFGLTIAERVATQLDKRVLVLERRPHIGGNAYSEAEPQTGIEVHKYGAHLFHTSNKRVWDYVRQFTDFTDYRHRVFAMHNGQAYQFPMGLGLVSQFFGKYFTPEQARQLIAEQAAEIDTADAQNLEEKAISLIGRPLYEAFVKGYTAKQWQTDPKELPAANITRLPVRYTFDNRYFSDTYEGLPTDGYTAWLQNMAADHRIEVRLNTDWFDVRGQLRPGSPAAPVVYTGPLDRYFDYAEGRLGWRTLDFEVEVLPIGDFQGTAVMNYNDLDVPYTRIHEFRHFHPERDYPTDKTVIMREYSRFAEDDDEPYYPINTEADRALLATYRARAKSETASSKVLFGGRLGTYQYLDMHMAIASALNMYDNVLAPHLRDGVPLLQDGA
BoNT A protease – blocks Botulinum neurotoxin A light chain protease | AID 588499 | inhibition, % at 10 µM | actives 0.17% (n = 360,000) | multiplex microsphere protease substrate cleavage, flow cytometry; in the data active means inhibition above about 30%; inconclusive means no clear call, values can overlap the other calls; further: plate controls were buffer without enzyme for full effect and enzyme alone for no effect
FadD28 binding – inhibitors of Mycobacterium tuberculosis FadD28 bisubstrate binding; FadD28 bisubstrate probe binding, fluorescence polarization; inhibition, % at 12.5 µM; actives 0.22% (n = 360,000); AID 588549; in the data active means inhibition above about 8.5%, passing the limit was not always enough; inconclusive means no clear call, values can overlap the other calls
BoNT-F LC inh – BoNT F light chain protease inhibition; Multiplex microsphere protease cleavage assay, flow cytometry; actives 0.22% (n = 360,000); inhibition, % at 10 µM; in the data active means inhibition above about 35%, passing the limit was not always enough; inconclusive means no clear call, values can overlap the other calls; further: plate controls were buffer without enzyme for full effect and enzyme alone for no effect
FBA Mtb inh – inhibits M. tuberculosis FBA enzyme; purified M. tuberculosis FBA, fluorescence read-out; inhibition, % at 1 µM; actives 2.3% (n = 360,000); P9WQA3; AID 588726; in the data active means inhibition above about 27%;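 further: 0% = vehicle and 100% = reference inhibitor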
Target sequence (P9WQA3 whole entry, looked up): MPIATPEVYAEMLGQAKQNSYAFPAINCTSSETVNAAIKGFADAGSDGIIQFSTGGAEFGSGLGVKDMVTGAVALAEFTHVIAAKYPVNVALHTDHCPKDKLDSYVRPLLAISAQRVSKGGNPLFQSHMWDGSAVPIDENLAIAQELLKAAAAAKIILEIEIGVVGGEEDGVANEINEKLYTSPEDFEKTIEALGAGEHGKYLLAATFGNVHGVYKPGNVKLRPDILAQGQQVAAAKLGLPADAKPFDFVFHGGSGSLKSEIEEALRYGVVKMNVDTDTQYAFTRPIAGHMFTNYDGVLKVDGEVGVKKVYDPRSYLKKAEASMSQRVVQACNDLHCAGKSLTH
An asterisk follows results filed as active; ? = inconclusive; . = no result given. Unless noted, no stated cut-off is given here; in the data, active means inhibition above about 30%; inactive means the rest.

SMILES | GDH-TPI counter | BioA inh | CCHF vOTU inh | PrPC TRFRET | UGM FP inh | BoNT A protease | FadD28 binding | BoNT-F LC inh | FBA Mtb inh
CCOC(=O)C1C(=O)OC2(CCCCC2)C1C(=O)OCC (configuration not stated) | 8 | -1.1 | 11 | 0 | 0.0 | -0.1 | -1.6 | 6 | 1
CCCOc1ccc(C(=O)OCC(=O)c2c(N)n(C)c(=O)n(C)c2=O)cc1OC | -2 | 2.4 | -5 | -6 | -2.7 | 0.1 | -1.2 | -6 | 3
COc1cccc(CN2CCSCC2)c1OC | -1 | -0.5 | -12 | 6 | 2.0 | 1.9 | 0.2 | 11 | 0
CCCn1c2ccccc2c2cnn(CC(=O)NC(C)CC)c(=O)c21 (configuration not stated) | -3 | -1.3 | 3 | -4 | -0.4 | 0.2 | -1.7 | 2 | 8
COc1ccc(/C(O)=C/Sc2nnc(Cc3ccccc3)o2)cc1 | -1 | . | -6 | 6 | -3.8 | -2.4 | -2.9 | -4 | -5
Cn1c(SCc2cnc(-c3ccccc3)s2)nnc1C1COc2ccccc2O1 (configuration not stated) | 4 | -0.3 | 1 | 3 | 0.4 | -2.8 | -0.8 | -26 | -3
CCOc1ccc(S(=O)(=O)n2c(C)nc3ccccc32)cc1 | -4 | -0.9 | 19 | 2 | 3.9 | -0.2 | 0.1 | -14 | 2
O=C(NCCCN1CCOCC1)c1cn(-c2ccccc2)nc1-c1ccc(Br)cc1 | 0 | 1.1 | -5 | -6 | -1.6 | 1.8 | -5.3 | 1 | 0
C=CCn1c(NC(=O)c2ccccc2Cl)c(C#N)c2nc3ccccc3nc21 | 14 | . | 82* | 1 | -0.8 | 7.7 | 0.5 | 4 | 21
Cc1ccc(C2(C)NC(=O)N(CC(=O)NC(=O)NC(C)C)C2=O)cc1 (configuration not stated) | 6 | -1.2 | 9 | -5 | 1.4 | 1.8 | -1.7 | 4 | 3
CCN(CC(=O)Nc1ccc2c(c1)OCCO2)C(=O)/C=C/c1ccc(OC)cc1OC | 15 | 0.7 | -1 | 0 | 5.3 | 2.3 | -3.4 | 0 | -1
CCN1C(=O)[C@H]2[C@H]3CN=C(SCc4ccc(C(=O)OC)cc4)N3[C@@](Cc3ccccc3)(C(=O)OC)[C@H]2C1=O | 1 | 0.5 | -1 | 2 | . | 0.0 | -3.0 | -1 | -3
COc1ccc(CCNC(=O)c2cccc(Br)c2)cc1OC | 3 | 3.5 | -4 | 7 | -1.3 | -3.1 | -5.1 | -10 | -5
Cc1ccc(-c2nnc(SCC(=O)N3CCOCC3)nc2-c2ccc(C)cc2)cc1 | 4 | . | 6 | -27 | -0.3 | 1.7 | -2.0 | 0 | 2
O=C(NCCCN1CCN(Cc2ccccc2)CC1)C1CCN(c2nnc(-n3cccc3)s2)CC1 | 8 | -3.0 | 6 | 9 | -1.9 | -0.1 | -1.8 | -6 | 1
COc1cc(/C=N/NS(=O)(=O)c2ccc(C)cc2)ccc1OCc1ccc(C(=O)O)cc1 | 19 | . | 4 | -6 | 3.5 | 0.3 | -5.9 | -4 | -2
CCn1nc(C(=O)NCc2ccco2)c(Cl)c1Cl | 9 | . | 3 | -1 | 3.3 | -0.1 | -0.2 | -1 | 0
COc1ccc(CCNC(=O)CN2C(=O)NC3(CCCCC3)C2=O)cc1 | 8 | -2.4 | -14 | 7 | -1.0 | -0.9 | -1.0 | -4 | 2
CCCc1cc(=O)[nH]c2nnc(SCC(=O)NCc3ccc4c(c3)OCO4)n12 | 4 | -0.3 | -4 | 2 | 2.0 | -0.2 | -1.8 | 5 | 0
Cc1cccc(CN2CCN(c3nc4nonc4nc3NC3CC3)CC2)c1 | 24 | -2.1 | 17 | -3 | 3.8 | 1.2 | -2.6 | -1 | -3

3 entries from above, field by field.
> Cc1ccc(-c2nnc(SCC(=O)N3CCOCC3)nc2-c2ccc(C)cc2)cc1
  GDH-TPI counter = 4 | BioA inh = . | CCHF vOTU inh = 6 | PrPC TRFRET = -27 | UGM FP inh = -0.3 | BoNT A protease = 1.7 | FadD28 binding = -2.0 | BoNT-F LC inh = 0 | FBA Mtb inh = 2

> O=C(NCCCN1CCN(Cc2ccccc2)CC1)C1CCN(c2nnc(-n3cccc3)s2)CC1
  GDH-TPI counter = 8 | BioA inh = -3.0 | CCHF vOTU inh = 6 | PrPC TRFRET = 9 | UGM FP inh = -1.9 | BoNT A protease = -0.1 | FadD28 binding = -1.8 | BoNT-F LC inh = -6 | FBA Mtb inh = 1

> COc1cc(/C=N/NS(=O)(=O)c2ccc(C)cc2)ccc1OCc1ccc(C(=O)O)cc1
  GDH-TPI counter = 19 | BioA inh = . | CCHF vOTU inh = 4 | PrPC TRFRET = -6 | UGM FP inh = 3.5 | BoNT A protease = 0.3 | FadD28 binding = -5.9 | BoNT-F LC inh = -4 | FBA Mtb inh = -2

(cont.)
SMILES | GDH-TPI counter | BioA inh | CCHF vOTU inh | PrPC TRFRET | UGM FP inh | BoNT A protease | FadD28 binding | BoNT-F LC inh | FBA Mtb inh
O=C(c1cccc(N2C(=O)C3CC=CCC3C2=O)c1)N1CCCc2ccccc21 (configuration not stated) | 4 | -0.6 | -4 | 3 | 3.3 | 1.7 | 1.2 | -2 | -6
COc1ccc(/C=C/C(=O)Nc2cccc(S(=O)(=O)NC3=NCCCCC3)c2)cc1OC | 35* | 2.8 | 0 | -6 | 4.2 | 5.5 | . | 7 | 6
COc1cc(C(C)=O)ccc1OCC(=O)NC(=O)Nc1ccc(C)cc1C | 6 | -5.9 | -4 | -1 | -1.5 | -0.6 | 1.4 | -3 | 1
O=C(NN1C(=O)C2C3C=CC(C4CC34)C2C1=O)c1cccc(Br)c1 (configuration not stated) | -1 | . | -9 | 2 | -1.2 | -0.6 | -0.7 | -15 | 5
N#Cc1ccc(NC(=O)Nc2ccc(Cl)cc2)cc1 | -1 | -0.9 | 11 | 27* | -0.5 | -0.5 | -11 | -9 | -2
CC1CCN(CCn2c(=S)[nH]c3cc4c(cc3c2=O)OCO4)CC1 | 6 | 0.6 | -2 | -6 | 2.0 | -0.7 | -1.1 | -8 | 1
Cc1ccc(N(CC(=O)Nc2cc(Cl)ccc2Oc2ccccc2)S(C)(=O)=O)cc1C | -6 | 0.0 | 4 | -5 | -0.7 | 0.3 | -5.1 | ? | -2
CC(C)=CC(=O)OCC(=O)Nc1nc(C)c(Cl)cc1Cl | 3 | . | 14 | -1 | -0.4 | 1.6 | -4.6 | 7 | 1
CCC(=O)c1ccccc1OCCCN1C(=O)NC(C)(C)C1=O | 15 | . | -20 | -1 | -1.6 | 0.5 | -1.2 | 1 | 3
CC(C)C1NC(=S)N(C2CCCCC2)C1=O (configuration not stated) | 5 | . | 1 | 3 | -3.9 | 0.8 | -1.4 | -1 | -2
CNC(=S)N/N=C/c1ccco1 | 15 | -2.2 | 7 | -1 | -0.9 | 0.7 | 0.1 | 3 | 3
CC(C(=O)NCc1ccccn1)N1C(=O)c2ccccc2C1=O (configuration not stated) | 2 | 2.6 | -3 | 5 | 1.9 | -0.2 | -3.4 | -6 | -4
COc1ccc(CC(=O)NCc2ccco2)cc1OC | 10 | 0.7 | -18 | -7 | 2.6 | -1.2 | -1.2 | -16 | 3
O=C(Nc1ccccc1)c1nc[nH]c1C(=O)Nc1ccccc1F | 7 | -1.4 | -8 | 1 | . | -0.4 | -1.3 | -5 | -2
CCc1ccc([C@H]2[C@@H]3C(=O)C[C@@H]4C(=O)N(Cc5ccccc5)C(=O)[C@@H]4[C@@H]3CN2S(=O)(=O)c2ccc(C)cc2)cc1 | . | -2.9 | -2 | 0 | . | -1.7 | -4.0 | 4 | -1
Cc1[nH]c2c(Cl)cccc2c(=O)c1CN1CCCCCC1 | 5 | 1.6 | -2 | 8 | 2.4 | 1.3 | -5.5 | -2 | 1
Cc1cn(CC(=O)N[C@H](C)c2cccc3ccccc23)c(=O)[nH]c1=O | -8 | 0.9 | 4 | 4 | . | -0.5 | -3.0 | -10 | -1
CSCCC(=O)Nc1cc(S(=O)(=O)N2CCOCC2)ccc1N1CCN(C)CC1 | 7 | . | 0 | -2 | 1.5 | -0.4 | -3.0 | 3 | 2
CC[n+]1c(/C=C/N(C)c2ccccc2)n(-c2ccccc2)c2ccc(-c3nc4ccccc4s3)cc21 | 12 | 28 | . | . | 0.3 | 18 | -7.8 | 17 | 6
CC(C)c1ccc(OCC(=O)NCc2ccco2)cc1 | 5 | -0.2 | 3 | -4 | -2.3 | 0.0 | -1.0 | 5 | 0

Structures above containing a cyano group (two):
SMILES | GDH-TPI counter | BioA inh | CCHF vOTU inh | PrPC TRFRET | UGM FP inh | BoNT A protease | FadD28 binding | BoNT-F LC inh | FBA Mtb inh
C=CCn1c(NC(=O)c2ccccc2Cl)c(C#N)c2nc3ccccc3nc21 | 14 | . | 82* | 1 | -0.8 | 7.7 | 0.5 | 4 | 21
N#Cc1ccc(NC(=O)Nc2ccc(Cl)cc2)cc1 | -1 | -0.9 | 11 | 27* | -0.5 | -0.5 | -11 | -9 | -2

More records
SMILES | GDH-TPI counter | BioA inh | CCHF vOTU inh | PrPC TRFRET | UGM FP inh | BoNT A protease | FadD28 binding | BoNT-F LC inh | FBA Mtb inh
Cc1ccc(CNS(=O)(=O)c2ccc(-n3cnnn3)c(C)c2)cc1 | 1 | -1.4 | -8 | 0 | -2.8 | -2.4 | -3.2 | 18 | 7
O=C(NC1CCCCC1)C(Cc1ccccc1)NS(=O)(=O)c1cccs1 (configuration not stated) | 2 | -0.7 | 15 | 4 | -0.8 | -1.1 | -1.8 | -4 | 2
COc1ccc(NC(=O)c2cc(-c3cccc(OC)c3)on2)cc1 | 8 | . | -7 | 3 | 0.1 | 0.0 | -1.6 | -14 | 0
Cc1ccsc1C1C(C#N)=C(N)N(N(C)C)C2=C1C(=O)CCC2 (configuration not stated) | 12 | 0.5 | -14 | -3 | 0.1 | 0.1 | 1.2 | -4 | 1
CC(=O)OCC1OC(OCc2cn(C[C@H]3CC[C@H](Cn4cc(COC5OC(COC(C)=O)C(OC(C)=O)C(OC(C)=O)C5OC(C)=O)nn4)O3)nn2)C(OC(C)=O)C(OC(C)=O)C1OC(C)=O (some centres not stated) | -10 | -1.2 | -3 | 1 | 0.7 | -0.4 | -2.7 | -8 | 0
O=C(Nc1cccc(C(F)(F)F)c1)N1CCC(c2nc(-c3ccc(F)cc3)no2)CC1 | 1 | -2.0 | 14 | 9 | 1.6 | 2.0 | -2.8 | -3 | -2
O=C(Nc1nc2c(s1)CCCC2)c1cc2n(n1)C(C(F)(F)F)CC(C1CC1)N2 (configuration not stated) | 0 | . | 13 | 12 | -1.4 | ? | -4.3 | ? | -4
Cc1nn(Cc2ccc(Cl)cc2)c(Cl)c1/C=N/NC(=O)CNc1ccccc1F | 8 | . | 7 | 11 | 0.2 | 0.7 | -2.3 | 3 | 3
CC(C)c1c(O)cc(-c2ccncc2)n(-c2ccc(Cl)cc2)c1=O | 3 | . | 1 | 6 | -3.3 | -1.2 | 0.4 | -7 | -5
CN(C(=O)COC(=O)c1cc(S(=O)(=O)N2CCOCC2)c(Cl)cc1Cl)C1CCS(=O)(=O)C1 (configuration not stated) | -2 | -1.5 | 4 | -6 | 0.2 | 0.2 | -1.3 | 0 | 1
Cc1nc(SCC(=O)N2CCN(c3ccccc3)CC2)n[nH]1 | -3 | 0.3 | -9 | 4 | 1.9 | -0.8 | 0.7 | -6 | -2
Cc1ccc2oc(=O)c3cnn(CC(=O)NCCN(C)C)c3c2c1 | -6 | -3.2 | -12 | -7 | -2.3 | 0.3 | -4.5 | 0 | -3
CCc1ccccc1N1C(=O)C2CC(C)=C(C)CC2C1=O (configuration not stated) | 4 | -0.4 | 4 | 1 | -1.2 | 0.0 | 0.8 | -5 | 4
O=C(NC1CCCCCC1)c1ccc(S(=O)(=O)NCc2ccco2)cc1 | 6 | -3.3 | -5 | 7 | 1.0 | -1.0 | -1.0 | -1 | -1
